RNase H inhibition: RNase H inhibition, HIV 1 Gag Pol polyprotein, FRET biochemical assay, screening (AID 372) | HIV-1 RT RNase H, FRET RNA/DNA substrate fluorescence; higher % means a stronger effect | inhibition, % at 10 µM; hits with a dose series show IC50 in µM | 100,000 compounds, 0.77% hits; in the data active = inhibition above about 50%
The depositor's hits bear a star; & = joins results of further samples.

cpd | smiles | RNase H inhibition
1 | CC(C)CCNC(=O)c1cccc(I)c1 | 8%
2 | COc1ccccc1NC(=O)C(=O)N/N=C/c1ccc(Br)cc1 | 8%
3 | [O-][n+]1c(-c2ccc(Br)cc2)nc2ccc(Br)cn21 | 1%
4 | C/C(=N/NC(=O)c1cccc(Cl)c1)c1cccs1 | 3%
5 | COc1ccc(C(=O)NNC(=O)c2ccccc2[N+](=O)[O-])cc1 | 7%
6 | O=S(=O)(/C=C/c1ccccc1)N1CCN(C/C=C/c2ccccc2)CC1 | 11%
7 | COc1cc(/C=C/C(=O)c2c(-c3ccccc3)c3cc(Cl)ccc3[nH]c2=O)cc(OC)c1OC | 3%
8 | CCc1nnc(NS(=O)(=O)c2ccc(NC(=O)c3ccccc3[N+](=O)[O-])cc2)s1 | 8%
9 | O=C1/C(=C\c2cccc(O)c2)SC(=S)N1C1CCCCC1 | 18%
10 | N#Cc1ccccc1NS(=O)(=O)c1ccccc1[N+](=O)[O-] | 31%
11 | CC(=O)Nc1cccc(NS(=O)(=O)c2ccc(F)cc2)c1 | 0%
12 | CCOC(=O)Nc1sc2c(c1C(=O)OCC)CCCCCC2 | 0%
13 | COc1ccccc1/C=C(\C#N)c1nc(-c2ccc(-c3ccccc3)cc2)cs1 | 0%
14 | Cc1cccc(C(=O)N/N=C/c2ccccc2OCc2ccccc2)c1 | 25%
15 | CCCSc1nc2sc3c(c2c(=O)[nH]1)CCc1ccccc1-3 | 1%

(more compounds)
cpd | smiles | RNase H inhibition
16 | Cc1ccnc(NS(=O)(=O)c2ccc(NC(=O)c3cccc(I)c3)cc2)n1 | 1%
17 | CN(C)C(=O)Cc1ccc2c3c(cccc13)CC2 | 7%
18 | Cc1ccc(OCC(=O)Nc2sc3c(c2C#N)CCCC3)cc1C | 3%
19 | Cc1ccc(-c2ccc(C=O)o2)c([N+](=O)[O-])c1 | 20%
20 | CC(C)c1ccc(/C=C2\SC(=S)N(C3CCS(=O)(=O)C3)C2=O)cc1 (centres undefined) | 0%
21 | CCCOC(=O)C1=C(C)NC2=C(C(=O)CCC2)C1c1ccc(O)c(OC)c1 (centres undefined) | 9%
22 | CC(C)OC(=O)CC(O)(c1ccccc1)C(F)(F)C(F)F (centres undefined) | 4%
23 | O=C(O)c1ccc(NC(=O)c2ccccc2NC(=O)c2ccccc2Cl)cc1 | 14%
24 | COc1cccc(CN2CCN(Cc3cccn3C)CC2)c1 | 0%
25 | O=C(Nc1ccc(Br)cc1)c1ccc(Cl)c([N+](=O)[O-])c1 | 0%
26 | O=C(NC(=S)Nc1ccc(F)c([N+](=O)[O-])c1)c1cccc(F)c1 | 3%
27 | Fc1ccc(F)c(CN2CCN(Cc3ccc4c(c3)OCO4)CC2)c1 | 17%
28 | COCCN1C(=O)/C(=C/c2c(F)cccc2Cl)SC1=S | 26%
29 | O=C(Nc1ccc(Cc2ccc(NC(=O)c3cccnc3)cc2)cc1)c1cccnc1 | 3%
30 | COc1ccc(OCCSc2nc3ccccc3[nH]2)cc1 | 0%

Remaining list, next part
cpd | smiles | RNase H inhibition
31 | Cc1ccc(C(=O)Nc2sc3c(c2C(=O)N2CCCCCC2)CCCC3)cc1 | 14%
32 | CS(=O)(=O)N(CC(=O)N/N=C/c1c(F)cccc1Cl)c1ccccc1Br | 14%
33 | CCCCCNC(=O)Nc1cccc(Cl)c1 | 9%
34 | CC(NC(=O)OC(C)(C)C)C(=O)Oc1ccc2c(c1)oc(=O)c1ccccc12 (centres undefined) | 3%
35 | CC(=O)Nc1cc(C(=O)O)cc(N)c1Cl | 10%
36 | COCCNC(=O)CN(c1ccc(Cl)c(Cl)c1)S(=O)(=O)c1ccccc1 | 6%
37 | CCOC(=O)Cc1cc(-c2ccccc2O)nc2ccc3ccccc3c12 | 10%&4%
38 | O=C1C(Cc2ccccc2)S/C(=N/N=C/c2cccc([N+](=O)[O-])c2)N1c1ccccc1 (centres undefined) | 20%
39 | CC1(CCc2ccccc2)NC(=S)N(c2ccccc2)N1 (centres undefined) | 5%
40 | COc1ccc(NC(=O)c2cccc(N3C(=O)c4ccc(C(=O)Nc5ccc(OC)cc5)cc4C3=O)c2)cc1 | 0%
41 | O=c1[nH]c(/C=C/c2ccccc2)c([N+](=O)[O-])c(=O)[nH]1 | 27%
42 | Cc1cc(-n2cnc3ccccc32)n2c(nc3ccccc32)c1C#N | 24%
43 | COc1ccc(Br)cc1C(=O)N/N=C/c1cc(C)n(-c2cccc(Cl)c2)c1C | 12%
44 | Cc1ccc(N2C(=O)NC(=O)/C(=C\c3cc(Br)ccc3OCC(=O)O)C2=O)cc1 | 11%
45 | CSc1ccc(S(=O)(=O)N(CC(=O)Nc2cc(C)cc(C)c2)c2ccc(C)cc2)cc1 | 24%

(list continues)
cpd | smiles | RNase H inhibition
46 | CCN(CC)S(=O)(=O)c1ccc(-c2csc(Nc3ccc(Cl)c(Cl)c3)n2)cc1 | 0%
47 | NC(=O)c1cc2cc(Br)cc(Br)c2oc1=O | 8%
48 | CCc1ccccc1NC(=O)c1c(NC(=O)c2cccs2)sc2c1CCCC2 | 22%
49 | CN(C)c1ccc(-c2ncnn2-c2sc3c(c2C#N)CCCC3)cc1 | 16%
50 | COc1ccccc1-n1c(O)c(C=Nc2cccc(O)c2)c(=O)[nH]c1=O | 5%
51 | CC(C)Cc1ccc(-c2csc(/C(C#N)=C/Nc3ccccc3)n2)cc1 | 0%
52 | O=C(NCc1cccnc1)c1nn2c(c1Cl)NC(c1cccs1)CC2C(F)(F)F (centres undefined) | 2%
53 | CN1C(=O)/C(=C/c2cc(Br)cc([N+](=O)[O-])c2O)SC1=S | 13%
54 | CCCOc1ccc(C(=O)Nc2ccc3ccccc3c2)cc1 | 17%
55 | CS(=O)(=O)N1CCN(C(=O)c2ccccc2F)CC1 | 0%
56 | CCc1ccc(NC(=O)c2cc3n(n2)C(C(F)(F)F)CC(c2ccc(Cl)cc2)N3)cc1 (centres undefined) | 2%
57 | CCOC(=O)C1=C(C)OC(N)=C(C#N)C1c1ccccc1OC (centres undefined) | 30%
58 | O=C(Nc1ccc2c(c1)OCCO2)C(c1ccccc1)c1ccccc1 | 12%
59 | CCOC(=O)C(CCCCCOc1ccc(C)cc1)C(=O)OCC | 30%
60 | COC(=O)c1ccc(-c2ccc(/C=C3\C(=O)NC(=O)N(c4cccc(Br)c4)C3=O)o2)cc1 | 30%

Going on with the list.
cpd | smiles | RNase H inhibition
61 | COC(=O)C1=C(C)NC(C)=C(C(=O)OC)C1c1cn(-c2ccccc2)nc1-c1ccc(OC)c(Cl)c1 | 0%
62 | CN=C(N)Nc1nc(C)c2cc(OC)ccc2n1 | 29%
63 | CCOc1ccccc1/C=N\n1c(C)nnc1C | 4%
64 | O=C(Nc1ccc2ccccc2c1)c1ccccc1C(F)(F)F | 5%
65 | C=CCn1c(SCC(=O)N2c3ccccc3C(C)(c3ccccc3)CC2(C)C)nnc1-c1ccncc1 (centres undefined) | 13%
66 | CCOC(=O)C1=C(C)N=c2s/c(=C\c3ccc(C)cc3)c(=O)n2C1c1c(OC)ccc2ccccc12 (centres undefined) | 7%
67 | C/C=C(\C)CN1CCN(c2ccc(C(C)=O)cc2)CC1 | 0%
68 | Cc1ccc(NC(=O)CC2S/C(=N\N=C3/CCCc4ccccc43)NC2=O)cc1Cl (centres undefined) | 14%
69 | CC(Oc1ccc(Cl)cc1Cl)C(=O)Nc1ccccn1 (centres undefined) | 6%
70 | COc1cc(/C=C(/C#N)C(=O)Nc2ccc(Cl)cc2)c(Br)cc1OCc1ccc(C(=O)O)cc1 | 8%
71 | Cc1ccccc1CSCC(=O)N/N=C/c1ccc2c(c1)OCO2 | 20%
72 | CCOc1ccccc1NC(=O)C(=O)NCc1ccc2c(c1)OCO2 | 29%
73 | CCOC(=O)c1c(NC(=O)COc2ccc(Cl)cc2)sc(C(=O)Nc2ccccc2F)c1C | 20%
74 | CCN(CC)S(=O)(=O)c1cc(C(=O)OCC(=O)c2ccccc2)ccc1Br | 27%
75 | COc1ccc(C(=O)Nc2cc([N+](=O)[O-])ccc2C)cc1 | 0%

The list goes on.
cpd | smiles | RNase H inhibition
76 | CCOc1cc(/C=c2\sc3nc4ccccc4n3c2=O)cc(Cl)c1OCCOc1ccccc1C | 8%
77 | COc1ccc(OC)c(C2=C/C(=C/c3ccc(C)c(OC)c3)C(=O)O2)c1 | 9%
78 | O=C(Nc1ncc(Cc2ccc(F)cc2)s1)C1CCCO1 (centres undefined) | 4%
79 | Cc1ccc(-c2cc(C(=O)Nc3ccc4c(c3)OCO4)c3ccccc3n2)o1 | 36%
80 | O=C(c1cccc([N+](=O)[O-])c1)c1ccc2c(c1)C(=O)N(c1ccccc1C(=O)O)C2=O | 0%
81 | O=C(Nc1ccc2c(c1)OCO2)c1ccc(C#CC2(O)CCCCC2)cc1 | 4%
82 | O=C(NCc1ccccn1)C(=O)Nc1ccc(F)cc1 | 12%
83 | C/C(=N/NC(=O)c1ccc2c(c1)OCO2)c1ccc(NC(=O)C(F)(F)F)cc1 | 6%
84 | CCOC(=O)C1=C(O)/C(=C/c2cc(C)n(-c3ccccc3)c2C)N=C1C | 17%
85 | COc1ccc(OCCCCCn2ccnc2)cc1 | 11%
86 | CCOC(=O)c1c(NC(=O)c2cc(-c3ccccc3)nc3ccccc23)sc(C(N)=O)c1C | 24%
87 | COc1cc(C2Nc3ccccc3C(=O)N2c2ccc(C)cc2)cc(OC)c1OC (centres undefined) | 2%
88 | O=C(CC(Nc1ccc([N+](=O)[O-])cc1)c1ccc(Br)cc1)c1ccc(Cl)cc1 (centres undefined) | 17%
89 | CCOC(=O)Cc1csc(NC(=O)COc2cccc(Cl)c2)n1 | 6%
90 | C/C=C/c1ccc(OCCOc2ccc(C)cc2OC)c(OC)c1 | 22%

The listing continues.
cpd | smiles | RNase H inhibition
91 | CCOC(=O)c1ccc(N2C(=O)CC(NCCc3ccc(S(N)(=O)=O)cc3)C2=O)cc1 (centres undefined) | 1%
92 | CCOc1ccc(C(=O)Nc2ccc([N+](=O)[O-])cc2OC)cc1Br | 6%
93 | c1ccc(Cn2c(COc3ccccc3)nc3ccccc32)cc1 | 19%
94 | Cc1ccc(N(CC(=O)Nc2ccc(Cl)cc2Cl)S(=O)(=O)c2ccc(F)cc2)cc1 | 11%
95 | N/C(=N\S(=O)(=O)c1ccc(Cl)cc1)c1ccc(Cl)cc1 | 9%
96 | NC(=O)c1cc(NC(=O)c2cccs2)cc(C(N)=O)c1 | 11%
97 | Cc1ccc(/C=N/NC(=O)c2ccc(Cl)c(Cl)c2)o1 | 9%
98 | NS(=O)(=O)c1ccc(-c2ccc(/C=C3\Sc4ccccc4C3=O)o2)cc1 | 15%
99 | Cc1cccc(Nc2cc(C)c(C#N)c3nc4ccccc4n23)c1 | 19%
100 | Cc1cccc(C(C)C)c1NC(=O)/C=C/c1ccccc1Cl | 16%
101 | CC(C)(C)C1=NN(C(=O)c2ccccc2)C(O)(C(C)(C)C)C1 (centres undefined) | 40%
102 | Cc1ccc(C(=O)Nc2ccc(S(=O)(=O)N3CCc4ccccc43)cc2)cc1 | 15%
103 | O=C(NC(=S)Nc1ccc(N2CCCCC2)c(Cl)c1)c1cccc(Br)c1 | 6%
104 | COc1ccc(-n2c(C)ccc2C)cn1 | 11%
105 | Cc1ccc(N2C(=O)c3cccc([N+](=O)[O-])c3C2=O)c(C)c1 | 11%

Grouped by structure, those above with a furan ring, fused or not (five)
cpd | smiles | RNase H inhibition
19 | Cc1ccc(-c2ccc(C=O)o2)c([N+](=O)[O-])c1 | 20%
60 | COC(=O)c1ccc(-c2ccc(/C=C3\C(=O)NC(=O)N(c4cccc(Br)c4)C3=O)o2)cc1 | 30%
79 | Cc1ccc(-c2cc(C(=O)Nc3ccc4c(c3)OCO4)c3ccccc3n2)o1 | 36%
97 | Cc1ccc(/C=N/NC(=O)c2ccc(Cl)c(Cl)c2)o1 | 9%
98 | NS(=O)(=O)c1ccc(-c2ccc(/C=C3\Sc4ccccc4C3=O)o2)cc1 | 15%

(cont.)
cpd | smiles | RNase H inhibition
106 | O=C(NC(NC(=S)Nc1ccc(Cl)cc1Cl)C(Cl)(Cl)Cl)c1ccccc1Cl (centres undefined) | 13%
107 | CCOc1cc(/C=N/NC(=O)c2cc(C)[nH]n2)ccc1Oc1ccc([N+](=O)[O-])cc1[N+](=O)[O-] | 14%
108 | CCCNC(=O)c1nn2c(C(F)(F)F)cc(-c3ccccc3)nc2c1Cl | 7%
109 | COc1ccc(NC(=O)CN(c2ccc(F)cc2)S(=O)(=O)c2ccccc2)cc1OC | 13%
110 | O=[N+]([O-])c1ccccc1CNC1C2CC3CC(C2)CC1C3 (centres undefined) | 0%
111 | COC(=O)C1=C(C)N(c2ccc(C)cc2)/C(=C\c2ccc(OCC(=O)Nc3ccccc3Cl)cc2)C1=O | 0%
112 | CN(C)c1ccc(CNCCC(c2ccccc2)C2CCOC(C)(C)C2)cc1 (centres undefined) | 9%
113 | COc1ccc(C2/C(=C(\O)c3ccc(Cl)cc3)C(=O)C(=O)N2CCCn2ccnc2)cc1 (centres undefined) | 5%
114 | COc1cccc(/C=N/NS(C)(=O)=O)c1 | 15%
115 | COc1cc(C2Nc3ccccc3NC3=C2C(=O)CC(c2ccc(Cl)cc2)C3)cc(OC)c1OC (centres undefined) | 13%
116 | O=C(Nc1cccc2c1CCCC2)c1cccc(Cl)c1 | 6%
117 | CC(=O)N1c2ccccc2N(Cc2ccc([N+](=O)[O-])cc2)C(=O)C1(C)C | 8%
118 | COc1cc([N+](=O)[O-])ccc1-c1ccc(/C=N/NS(=O)(=O)c2ccc(C)cc2)o1 | 13%
119 | COc1ccc(C(=O)Nc2ccccc2C(=O)O)cc1[N+](=O)[O-] | 0%
120 | CC1(C)Cc2ccccc2-c2n[nH]c(=S)n21 | 0%
121 | CC(C)c1ccc(C(=O)NC2CC2)cc1 | 8%

Reformatted: four of the compounds above.
108) CCCNC(=O)c1nn2c(C(F)(F)F)cc(-c3ccccc3)nc2c1Cl
  RNase H inhibition = 7%
114) COc1cccc(/C=N/NS(C)(=O)=O)c1
  RNase H inhibition = 15%
115) COc1cc(C2Nc3ccccc3NC3=C2C(=O)CC(c2ccc(Cl)cc2)C3)cc(OC)c1OC (centres undefined)
  RNase H inhibition = 13%
117) CC(=O)N1c2ccccc2N(Cc2ccc([N+](=O)[O-])cc2)C(=O)C1(C)C
  RNase H inhibition = 8%

Only part of the results is shown, so the mix of outcomes need not match the whole.
